Source: PubChem (Sanford-Burnham Center for Chemical Genomics)
HKDC1 inhibitor – blocks human hexokinase HKDC1 activity; Q2TB90; recombinant HKDC1, G6PDH/diaphorase resazurin coupled fluorescence; inhibition, % at 20 µM; actives 0.16% (n = 340,000); AID 493160;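 active = inhibition above about 35% when tested at 20 µM, limit read from the data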;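 note: plate controls were DMSO wells with enzyme for no effect and DMSO wells lacking enzyme for full effect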
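Test system: recombinant HKDC1 (HK5) hexokinase enzyme, produced in-house; Amount: enzyme 5 µg/mL final; Buffer or medium: Tris pH 8.0 buffer with MgCl2, Tween-20, BSA, BME; Reagent: glucose and ATP substrates; Doses: 20 µM test compound, 1% DMSO; Incubation: 90 min reaction incubation at room temperature, dark; Detection: resorufin fluorescence at 613 nm.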
SENP8 block-1 – blocks human SENP8 cleavage of Nedd8 substrate; Q96LD8; recombinant SENP8, Nedd8 substrate fluorescence; inhibition, % at 20 µM; actives 0.64% (n = 360,000); AID 602440; in the data active = inhibition mostly above about 40%, no sharp cut-off; inactive = mostly below about 27%
SENP1 FRET inh – SENP1 (human) catalytic domain inhibition; recombinant SENP1 catalytic domain, CyPet-SUMO1-YPet FRET cleavage; AID 624204; actives 0.21% (n = 360,000); Q9P0U3; inhibition, % at 10 µM;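 active = inhibition at least 30% at 10 µM, raw YFP signal under a set limit, fluorescence ratio 0.5 to 1.5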;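 note: 0% = enzyme with DMSO and 100% = no enzyme wells; some results filed as inactive read as strong as hits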
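Assay system – human recombinant His6-tagged SENP1 catalytic domain enzyme · Input – SENP1 enzyme, 20 pM final · Buffer or medium – Tris pH 8 buffer plus EDTA, NaCl, BME, BSA, NP40, catalase · Schedule – 50 min reaction at room temperature · Technique – FRET read of cyan and yellow fluorescence · Control set – no-enzyme wells low, DMSO-plus-enzyme wells high control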
SENP8 block-2 – inhibitors of human SENP8 protease; Q96LD8; purified SENP8, Z-RLRGG-aminoluciferin cleavage, luminescence; inhibition, % at 10 µM; actives 1.2% (n = 330,000); AID 2540; in the data active = inhibition above about 50%
PfGluPho inh – PfG6PD (Plasmodium falciparum) enzyme inhibition. PfGluPho enzyme, NADPH resazurin-diaphorase fluorescence. actives 0.78% (n = 350,000). inhibition, % at 20 µM. AID 504690;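 active = inhibition reaching at least a set limit at 20 µM in the primary screen, cut at about 59% in these data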;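 note: 0% = DMSO wells with substrate and 100% = DMSO wells lacking glucose-6-phosphate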
SENP7 block – SENP7 protease inhibition; Q9BQF6; recombinant SENP7, Z-RLRGG-aminoluciferin luminescence, 40 min; inhibition, % at 5 µM; actives 1.5% (n = 330,000);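 active = inhibition above about 50% at the single test dose, limit read from the data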;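 note: plate controls were DMSO with enzyme for no effect and no enzyme buffer wells for full effect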
Target sequence (Q9BQF6 706-1050 limits assumed): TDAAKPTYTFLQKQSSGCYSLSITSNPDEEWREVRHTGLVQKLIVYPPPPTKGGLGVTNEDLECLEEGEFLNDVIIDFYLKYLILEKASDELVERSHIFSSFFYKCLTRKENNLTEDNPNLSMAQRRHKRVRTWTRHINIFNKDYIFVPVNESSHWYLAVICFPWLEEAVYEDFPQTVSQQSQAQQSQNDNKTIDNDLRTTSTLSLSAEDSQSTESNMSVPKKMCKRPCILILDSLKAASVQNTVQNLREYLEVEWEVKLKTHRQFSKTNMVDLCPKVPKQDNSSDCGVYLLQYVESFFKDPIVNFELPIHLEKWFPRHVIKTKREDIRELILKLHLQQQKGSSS
Apaf1 inhib – human Apaf-1 inhibition; O14727; reconstituted apoptosome caspase-3 activity, DEVD-Rh110 fluorescence; inhibition, % at 20 µM; actives 0.71% (n = 330,000); active = inhibition of at least 40% at 20 µM;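 note: plate controls were DMSO wells for no effect and DEVD-CHO caspase inhibitor wells for full effect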
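Material: cell-free apoptosome with Apaf-1, procaspase-3 and caspase-9; Buffer or medium: Hepes pH 7.5 with detergent and BSA; Reagent: cytochrome c trigger plus (Z-DEVD)2-Rh110 caspase-3 substrate; Times: compound with Apaf-1, dATP, procaspase-3 30 min, then 50 min reaction, room temperature; Technique: Rh110 fluorescence intensity.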
NLRP3 yeast inh – NALP3 inhibition in yeast; inhibition, % at 10 µM; Yeast reconstituted NLRP3/ASC/caspase-1, beta-gal luminescence, 24 h; actives 0.39% (n = 330,000);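 active = inhibition of 50% or more; inactive = inhibition below 50%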;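 note: plate controls were induced DMSO wells for no effect and uninduced yeast grown without galactose for full effect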
SENP6 inh – blocks the human protease SENP6 | inhibition, % at 10 µM | Recombinant SENP6 catalytic domain, aminoluciferin luminescence | Q9GZR1 | actives 1.8% (n = 330,000);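 active = inhibition above about 50% at the single tested dose, limit read from the data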;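 note: plate controls were DMSO wells with enzyme for no effect and DMSO wells lacking enzyme for full effect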
Target sequence (Q9GZR1 628-1112 limits assumed): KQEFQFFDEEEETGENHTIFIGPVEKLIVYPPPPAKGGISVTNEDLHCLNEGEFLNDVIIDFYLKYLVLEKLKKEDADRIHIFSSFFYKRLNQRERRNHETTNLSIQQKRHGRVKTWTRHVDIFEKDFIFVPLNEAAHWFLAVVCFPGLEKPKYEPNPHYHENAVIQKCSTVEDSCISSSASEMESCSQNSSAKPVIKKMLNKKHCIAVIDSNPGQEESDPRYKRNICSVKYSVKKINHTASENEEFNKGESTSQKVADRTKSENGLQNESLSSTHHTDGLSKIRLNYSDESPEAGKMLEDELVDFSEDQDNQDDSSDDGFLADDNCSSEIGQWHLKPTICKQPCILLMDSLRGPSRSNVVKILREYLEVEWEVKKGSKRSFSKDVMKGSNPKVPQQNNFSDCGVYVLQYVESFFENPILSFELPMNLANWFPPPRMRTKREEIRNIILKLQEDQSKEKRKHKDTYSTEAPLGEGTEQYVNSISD
Active calls of the source: *; x = not tested or not shown; & = joins results of further samples.

SMILES	HKDC1 inhibitor	SENP8 block-1	SENP1 FRET inh	SENP8 block-2	PfGluPho inh	SENP7 block	Apaf1 inhib	NLRP3 yeast inh	SENP6 inh
COc1nc(N/N=C/c2ccccc2F)nc(N2CCCCC2)n1	6	12	1	4	3	8	-10	-7	-4
O=C(C[n+]1ccccc1)N/N=C/c1ccco1	12	10	6	9	-24	0	-4	0	-20
COc1ccc2[nH]c(=O)c(COC(=O)c3ccco3)cc2c1	-2	-389	1	-7	-16	3	-6	18	-12
O=C(Nc1cc(C(F)(F)F)ccc1N1CCOCC1)c1cccnc1	8	11	3	-3	1	-3	1	-8	7
O=C(Nc1ccccc1NC(=O)c1ccco1)c1ccccc1	-6	8	2	8	-1	-3	-1	1	0
Cn1cccc1CC(=O)N/N=C\c1c2ccccc2cc2ccccc12	-3	-100	-28	-14	-4	-9	18	-17	-7
Cc1ccc(-c2c[n+](CC(=O)Nc3ccccc3C)c3n2CCC3)cc1	-4	21	1	2	-7	5	-19	5	15
CC(=O)Nc1ccccc1NS(=O)(=O)c1cccc([N+](=O)[O-])c1	-3	2	-2	-4	-15	-7	-15	0	-6
Cc1cccn2c(NCc3ccc4c(c3)OCO4)c(-c3ccc(O)cc3)nc12	-2	-366	-9	1	-1	7	6	19	5
COC(=O)c1cc(Br)c(N)cc1OC	-4	14	3	-4	-5	-1	-8	12	-7

A different layout for some results above.
O=C(C[n+]1ccccc1)N/N=C/c1ccco1
  HKDC1 inhibitor: 12; SENP8 block-1: 10; SENP1 FRET inh: 6; SENP8 block-2: 9; PfGluPho inh: -24; SENP7 block: 0; Apaf1 inhib: -4; NLRP3 yeast inh: 0; SENP6 inh: -20
COc1ccc2[nH]c(=O)c(COC(=O)c3ccco3)cc2c1
  HKDC1 inhibitor: -2; SENP8 block-1: -389; SENP1 FRET inh: 1; SENP8 block-2: -7; PfGluPho inh: -16; SENP7 block: 3; Apaf1 inhib: -6; NLRP3 yeast inh: 18; SENP6 inh: -12
O=C(Nc1cc(C(F)(F)F)ccc1N1CCOCC1)c1cccnc1
  HKDC1 inhibitor: 8; SENP8 block-1: 11; SENP1 FRET inh: 3; SENP8 block-2: -3; PfGluPho inh: 1; SENP7 block: -3; Apaf1 inhib: 1; NLRP3 yeast inh: -8; SENP6 inh: 7
O=C(Nc1ccccc1NC(=O)c1ccco1)c1ccccc1
  HKDC1 inhibitor: -6; SENP8 block-1: 8; SENP1 FRET inh: 2; SENP8 block-2: 8; PfGluPho inh: -1; SENP7 block: -3; Apaf1 inhib: -1; NLRP3 yeast inh: 1; SENP6 inh: 0

(more compounds)
SMILES	HKDC1 inhibitor	SENP8 block-1	SENP1 FRET inh	SENP8 block-2	PfGluPho inh	SENP7 block	Apaf1 inhib	NLRP3 yeast inh	SENP6 inh
Cc1nc(NCC2CCCO2)c2nnn(Cc3ccccc3Cl)c2n1 (stereo unspecified)	-13	5	-12	-4	-4	1	-5	13	-28
C=CCn1cc(C(=O)N2CCc3ccccc3C2)c(=O)c2cc(S(=O)(=O)N(CC)CC)ccc21	-10	32	-11	2	-9	-1	5	22	-22
CC1CCN(c2nc(N3CCCCC3)nc(N3CCCCC3)n2)CC1	-7	6	2	-2	6	2	-2	13	-32
O=C(CSc1nc2c(c(=O)n1-c1ccccc1)SCC2)NCC1CCCO1 (stereo unspecified)	-2	6	4	-8	-2	-5	-6	4	-10
CCOC(=O)C1CCN(CC(=O)Nc2ccc(OC)c(Cl)c2)CC1	-5	6	2	3	4	5	3	0	10
c1ccc(-c2nc3ccccc3[nH]2)nc1	-5	-29	0	48	2	75*	6	21	69*
C[C@H](CO)N1C[C@H](C)[C@@H](CN(C)S(=O)(=O)c2ccccc2)Oc2c(NC(=O)NC3CCCCC3)cccc2C1=O	-2	13	0	5	5	5	17	10	10
CCCn1c(SCC(=O)NCCc2ccc(OC)c(OC)c2)nc2c1c(=O)n(C)c(=O)n2C	-9	15	3	-4	3	-4	-19	5	4
COC(=O)c1sc(C(=O)OC)c(C(=O)OC)c1C(=O)OC	-10	12	2	-19	10	-7	-5	4	-25
COc1cc2c3c(c1)C1(C(=O)N3C(C)(C)C=C2C)C(C#N)=C(N)Oc2cc(C)oc(=O)c21 (stereo unspecified)	1	11	-8	x	-16	x	x	x	x

Entries from the list above that contain four or more nitrogen atoms (five):
SMILES	HKDC1 inhibitor	SENP8 block-1	SENP1 FRET inh	SENP8 block-2	PfGluPho inh	SENP7 block	Apaf1 inhib	NLRP3 yeast inh	SENP6 inh
COc1nc(N/N=C/c2ccccc2F)nc(N2CCCCC2)n1	6	12	1	4	3	8	-10	-7	-4
Cc1nc(NCC2CCCO2)c2nnn(Cc3ccccc3Cl)c2n1 (stereo unspecified)	-13	5	-12	-4	-4	1	-5	13	-28
CC1CCN(c2nc(N3CCCCC3)nc(N3CCCCC3)n2)CC1	-7	6	2	-2	6	2	-2	13	-32
C[C@H](CO)N1C[C@H](C)[C@@H](CN(C)S(=O)(=O)c2ccccc2)Oc2c(NC(=O)NC3CCCCC3)cccc2C1=O	-2	13	0	5	5	5	17	10	10
CCCn1c(SCC(=O)NCCc2ccc(OC)c(OC)c2)nc2c1c(=O)n(C)c(=O)n2C	-9	15	3	-4	3	-4	-19	5	4

The results go on.
SMILES	HKDC1 inhibitor	SENP8 block-1	SENP1 FRET inh	SENP8 block-2	PfGluPho inh	SENP7 block	Apaf1 inhib	NLRP3 yeast inh	SENP6 inh
Cc1cc(Cl)ccc1OCCCC(=O)Nc1cc(S(=O)(=O)N2CCOCC2)ccc1N1CCOCC1	-2	1	-1	x	5	x	x	x	x
COc1ccc(NC(=S)N2CCC(N(C)CCN3CCOCC3)CC2)cc1	-5	7	4	-7	-6	-4	10	-1	-28
COc1cccc(CC2(CO)CCN(Cc3cnc(-c4cccc(C)c4)nc3)CC2)c1	-5	-2	-13	-2	-8	-3	7	15	-17
O=C(Nc1ccc(-n2ccnc2P(=O)(O)c2ccccc2)cc1)c1ccccc1Cl	-13	16	0	-2	-12	5	-12	-3	2
Cc1ccccc1NC(=O)/C(=C/c1ccccc1)c1ccccc1	1	18	-1	-8	13	-3	16	10	-5
CSc1ccccc1NC(=O)C1=CC(c2ccc(C)cc2)=NS(=O)(=O)N1C	4	2	13	5	14	-5	15	36	-12
O=C1CC(N2CCN(c3ccc(C(=O)c4ccc(F)cc4)cc3)CC2)C(=O)N1 (stereo unspecified)	-2	-82	1	-9	-23	-6	5	6	-27
CC(C)CC(=O)Nc1nnc(S(=O)(=O)N(C)Cc2ccco2)s1	-1	3	-3	9	4	-5	5	8	17
CCC(C)Sc1cc(-c2nc3ccc(Cl)cn3c2NC2CCCCC2)ccc1OC (stereo unspecified)	0	-472	-40&-3	2	20	0	27	19	-3
COc1ccc(N2C(=O)c3ccc(C(=O)Nc4ccccc4O)cc3C2=O)cc1	1	14	1	2	-10	1	5	15	-10
CCOC(=O)c1ccc(S(=O)(=O)N2CCN(C)CC2)cc1	-8	9	3	-2	-18	11	-14	-5	-11
Cc1nnc(NC(=O)CSc2ncn(-c3ccccc3)n2)s1	-15	-2	-2	-6	0	-1	-1	4	-21
CC12CCC(C(=O)N(c3cccc(Cl)c3)C1=O)C2(C)C (stereo unspecified)	-10	25	-1	-2	4	2	-4	8	-5
O=C(Nc1ccccc1)c1ccc2snnc2c1	1	3	-2	14	2	18	-7	21	28
CC1(CCc2ccccc2)NC(=O)NC1=O (stereo unspecified)	1	5	2	x	-4	x	x	x	x
CS(=O)(=O)c1ccc(Cl)c(C(=O)NCC2CCCCC2)c1	-2	6	2	-1	4	1	11	7	-4
CCN1CCN(c2nc(-c3ccc(F)cc3)cc(=O)[nH]2)CC1	-1	-15	2	14	-8	-6	-14	10	8
COc1ccc(Cl)cc1NS(=O)(=O)c1cccc(C(=O)NCC(c2ccco2)N2CCCC2)c1 (stereo unspecified)	-2	4	-4	-11	-30	-17	9	8	-10
COc1ccc(-n2c(C)cc(C(=O)Cn3nnc4ccccc4c3=O)c2C)cc1	3	-3	1	-5	30	1	15	5	-10
Cc1cccc(NC(=O)c2c(C)cc(=O)oc2C)n1	-9	10	0	-3	-5	-10	-14	11	-16
Cc1ccc(NC(=O)C2=C(O)c3sccc3N(C)S2(=O)=O)cc1	2	17	-71	-13	-18	9	9	6	-13
O=C(NCC(=O)N(CC1CCCO1)C(C(=O)NC1CCCCC1)c1ccccc1)c1ccco1 (stereo unspecified)	-5	13	0	-4	1	7	-1	12	3
CC1CCc2nn(CC(=O)N3CCCCCC3)cc2C1 (stereo unspecified)	-9	6	0	6	6	5	-8	1	-1
O=C(COC(=O)c1cc2ccccc2oc1=O)Nc1cccc(S(=O)(=O)N2CCCCCC2)c1	-11	-206	0	-6	-1	11	13	16	-14
